HSP90 refold inh = HSP90 inhibitors, primary screen, cell lysate, luminescence; Heat shock protein HSP 90 (rabbit reticulocyte lysate; luciferase refolding); Rabbit reticulocyte lysate, luciferase refolding luminescence, 3 h; inhibition, % at 5.6 µM; 0.91% of 290,000 active; AID 1789, 2009;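 active = inhibition above the screen-wide mean plus 3 SD, computed separately per campaign, cut at about 16% in these data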;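 also: 0% = DMSO wells and 100% = 60 µM geldanamycin wells; inhibitors lower the luminescence because luciferase stays unfolded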
GSK3beta inhib = human GSK3beta kinase inhibitors, primary screen, biochemical, cell-free homogeneous, HTS; Glycogen synthase kinase-3 beta (Homo sapiens), P49841; GST-GSK3beta kinase, ADP-Glo luminescence, 60 min; stronger effect = lower value; activity score (negative = inhibition), % at 10 µM; 0.038% of 300,000 active; AID 2097, 2009;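 active = more than half of replicate wells score below -50%, meaning over 50% inhibition versus plate controls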;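 also: 0% = median DMSO wells and -100% = median GW8510 positive control wells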
Target sequence (P49841 whole entry, looked up): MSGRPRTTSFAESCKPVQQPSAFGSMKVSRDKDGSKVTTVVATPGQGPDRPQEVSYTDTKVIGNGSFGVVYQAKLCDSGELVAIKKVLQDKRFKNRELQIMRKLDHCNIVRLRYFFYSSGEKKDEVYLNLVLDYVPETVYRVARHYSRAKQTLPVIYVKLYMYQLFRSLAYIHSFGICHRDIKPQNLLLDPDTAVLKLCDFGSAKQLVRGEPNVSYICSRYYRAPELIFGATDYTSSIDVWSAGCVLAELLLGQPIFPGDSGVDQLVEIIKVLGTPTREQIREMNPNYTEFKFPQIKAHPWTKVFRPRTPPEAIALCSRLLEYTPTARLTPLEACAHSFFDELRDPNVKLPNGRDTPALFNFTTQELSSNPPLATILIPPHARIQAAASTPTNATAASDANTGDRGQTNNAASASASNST
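test system = GST-tagged human GSK3beta kinase, cell-free | reagent = 25 µM ATP with peptide substrate | dosing = one dose of 10 µM per compound | schedule = 60 min reaction, RT | detection = luminescent ADP-Glo measurement of ADP formed | control set = DMSO neutral wells and GW8510 at 20 µM as positive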
KLF5 inhibitor = KLF5 expression inhibitors, primary screen, DLD-1 cells, luminescence; DLD-1 KLF5 promoter-luciferase reporter; inhibition, % at 5 µM; 0.23% of 290,000 active; AID 1700, 2009;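 active = inhibition above a per-plate limit of that plate's mean compound inhibition plus 3 SD, cut at about 60% in these data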;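 also: 0% = DMSO wells and 100% = LY294002 at 200 µM; higher means less KLF5 promoter-driven luciferase light; inactives centre near -14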
AI-2 QS modul = Vibrio harveyi AI-2 quorum sensing modulators, primary screen, JMH597 strain, luminescence/OD600 ratio; AID 2094, 2009; 0.4% of 300,000 active; Vibrio harveyi JMH597 AI-2 luminescence/OD600 ratio, 9 h; stronger effect = lower value; strain lacks LuxN and CqsS sensors; 0 = neutral-control median; activity change, % at 7.5 µM; in the data active = activity change below about -75%, passing the limit was not always enough;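 also: luminescence divided by OD600 gain over 9 h not by final OD600 alone; inactives centre near 13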
GSK3A inh = blockers of GSK3A enzyme activity – biochemical, luminescence, cell-free homogeneous, HTS, primary screen; Glycogen synthase kinase-3 alpha (Homo sapiens), P49840; GSK-3 alpha kinase, ADP-Glo luminescence, 60 min; inhibition, % at 10 µM; 0.1% of 320,000 active;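 in the data active = inhibition above about 50%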;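 also: GST-tagged GSK-3 alpha with peptide substrate and 25 µM ATP; 0% = DMSO neutral wells and 100% = GW8510 positive control wells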
Target sequence (P49840 whole entry, looked up): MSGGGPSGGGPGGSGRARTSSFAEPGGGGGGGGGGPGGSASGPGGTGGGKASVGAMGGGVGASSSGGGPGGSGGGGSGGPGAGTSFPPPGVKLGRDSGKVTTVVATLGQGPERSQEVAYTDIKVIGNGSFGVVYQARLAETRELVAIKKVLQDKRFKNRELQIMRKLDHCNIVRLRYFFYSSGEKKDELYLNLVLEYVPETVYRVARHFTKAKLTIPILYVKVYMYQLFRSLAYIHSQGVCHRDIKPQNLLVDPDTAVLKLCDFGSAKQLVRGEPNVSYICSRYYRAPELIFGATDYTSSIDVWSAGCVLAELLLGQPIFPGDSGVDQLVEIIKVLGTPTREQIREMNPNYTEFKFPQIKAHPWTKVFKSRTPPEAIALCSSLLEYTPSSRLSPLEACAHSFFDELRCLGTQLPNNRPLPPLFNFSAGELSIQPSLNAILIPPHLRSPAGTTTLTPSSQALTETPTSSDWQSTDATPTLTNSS
PolyA inhibitor = polyadenylation inhibitors in yeast reporter cells, primary screen, luminescence, S. cerevisiae | 0.02% of 300,000 active | S. cerevisiae SKY197-pL101 polyadenylation reporter, beta-gal luminescence; efflux-impaired pdr1/pdr3 knockout yeast; score 100 = 6 SD above DMSO | calls only at 12 µM;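 active = lowest replicate activity score at least 50, where 100 means six control SD above control mean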;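 also: yeast exposed to compound for 9 h at 30 °C; higher score means more reporter readthrough which indicates perturbed polyadenylation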
aSyn 5UTR inh = MLPCN primary screen, SNCA 5' untranslated region. 0.82% of 300,000 active. alpha-synuclein 5'UTR reporter, inhibitor activity. inhibition, % (tested at 7.5 µM); in the data active = inhibition above about 60%;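 also: H4 neuroglioblastoma cells stably carrying SNCA 5'UTR luciferase fusion; 0% = DMSO wells and 100% = positive control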
HSF1 inh = HSF1 inhibitors in luciferase reporter cells, primary screen, cell-based, NIH3T3, luminescence; NIH3T3-HGL HSE-luciferase, MG132-induced, luminescence 8 h; stronger effect = lower value; activity change, negative = inhibition, % at 7.5 µM (by protocol); 0.77% of 300,000 active;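 active = more than half of replicate wells show activity change below -50%, luminescence cut by over half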;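 also: luciferase reports HSF-1 transcriptional activity via heat shock element; 0% = median of DMSO wells and -100% = zero luminescence signal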
IEC-6 cytotox = cytotoxicity in IEC-6 intestinal epithelial cells, primary screen, cytotoxicity control for KLF5 inhibitor project, cell-based, luminescence | 0.78% of 290,000 active | IEC-6 cytotoxicity, luminescence viability | inhibition, % at 5 µM; in the data active = inhibition above about 22%;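 also: 0% = plate median of test compound wells and 100% = cytotoxic reference compound wells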
HSF-1 act = HSF-1 activators, primary screen, NIH3T3-HGL cells, MG132 stress, luminescence, single point; NIH3T3-HGL HSF-1 luciferase reporter, 8 h; 100% = twice DMSO control signal; activation, % at 9 µM; 1.7% of 300,000 active; AID 504408, 2011;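 active = mean replicate activation of at least 50% with a set share of replicates each reaching 50%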;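 also: 0% = median of the neutral control wells and 100% = twice that signal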
Starred values were filed as active, the others as inactive; i = inactive; . = not tested or not shown. An excerpt (hit frequency here may not be typical).

SMILES	HSP90 refold inh	GSK3beta inhib	KLF5 inhibitor	AI-2 QS modul	GSK3A inh	PolyA inhibitor	aSyn 5UTR inh	HSF1 inh	IEC-6 cytotox	HSF-1 act
Cc1ccc(NC(=O)C(NCc2ccccn2)c2ccccc2)cc1 (centres undefined)	1.4	5.1	-44.2	-2.0	-0.1	i	-49.5	21.2	-3.9	15.5
O=C(COC(=O)C1CC1)Nc1ncc(Cl)cc1Cl	.	-2.4	.	17.3	1.0	i	0.3	-1.6	.	9.6
Cc1noc(C)c1C(=O)N(C)CC(=O)Nc1ccc(F)c(F)c1F	.	-1.2	.	11.2	-1.3	i	-5.4	-7.2	.	-2.2
CCCCNC(=O)/C(C#N)=C/c1ccc2c(c1)OCCO2	-1.2	1.1	-14.9	9.4	-2.3	i	-20.9	-8.5	-3.7	8.8
O=C(NC1CCN(C(=S)Nc2ccc(Cl)cc2)CC1)C1CCCCC1	-2.2	-2.4	-10.9	16.7	1.5	i	11.9	-2.1	3.3	24.6
O=C(NNC(=O)c1ccccc1O)c1ccc(Cl)cc1	-0.8	-3.8	-90.1	40.9	.	i	-80.9	11.3	4.7	4.6
Cc1cccc(C(=O)N2CCN(S(=O)(=O)N3CCCCCC3)CC2)c1	6.0	3.9	-19.2	9.9	0.3	i	6.1	-15.1	-5.2	-5.5
O=C(N=Nc1c(O)[nH]c2ccc([N+](=O)[O-])cc12)c1ccccc1Cl	1.1	-0.9	-8.6	12.0	0.3	i	-6.6	1.2	3.4	10.7
O=C(Cc1cccc2ccccc12)N/N=C/c1ccc(Sc2cccc3cccnc23)o1	-2.2	0.7	-1.6	27.3	-2.4	i	1.7	13.2	0.5	0.2
CCOC(=O)c1c(NC(=O)CSc2nnc(-c3ccco3)o2)sc(C(C)=O)c1C	-0.8	-0.9	12.2	21.2	4.9	i	-6.9	15.8	-1.0	24.6
CCOC(=O)c1cnc2c(C(=O)OC)cccc2c1NCCN1CCOCC1	1.3	-1.6	-1.0	1.7	1.7	i	11.6	-3.0	-0.8	-6.0
O=C1CC(c2ccc(F)cc2)Sc2nc(-c3ccccc3)c(-c3ccccc3)n21 (centres undefined)	-1.0	2.7	4.3	20.2	-5.0	i	13.3	-18.4	-1.4	-36.8
CC(=O)c1sc(-c2ccc(Cl)cc2)nc1C	0.0	1.2	-8.2	25.0	-3.4	i	-100.9	18.0	1.2	22.7
O=C(NCC(c1ccco1)N1CCc2ccccc2C1)C(=O)Nc1ccc(F)cc1F (centres undefined)	.	7.7	.	7.7	-1.1	i	-21.1	0.2	.	3.7
CC(=O)Nc1c(C)nn(-c2ccc(C)c(C)c2)c1C	-1.0	0.2	-22.8	35.4	-2.3	i	-32.2	0.8	-2.1	7.3
Cc1cccc(NC(=O)CN2C(=O)/C(=C3\SC(=S)N(CC4CCCO4)C3=O)c3ccccc32)c1 (centres undefined)	-0.1	0.5	-1.9	4.7	2.7	i	2.8	-1.9	4.9	-14.6
Cc1cc(C)cc(NC2=C(N)C(=O)c3ccccc3C2=O)c1	3.8	5.0	-104.7	19.8	-3.5	i	-53.3	4.9	9.0	-2.0
CSc1ccccc1NC(=O)CN(C)C(=O)Cc1c[nH]c2ccccc12	.	.	.	.	0.2	i	5.3	-3.9	.	7.3
Cc1ccc(C(=O)NCCOc2cccc(C)c2)cc1	-2.8	-0.2	-67.0	-10.2	-0.6	i	-110.7	34.3	-5.9	58.7*
COC(=O)c1cnc(SC)nc1C	-1.8	0.9	16.0	14.4	1.8	i	-1.9	-5.0	-2.9	-9.1
COC(C(=O)Nc1ccnn1C1CCN(C(=O)c2cccc(F)c2)CC1)c1ccccc1 (centres undefined)	-4.2	1.2	-17.2	3.2	-0.9	i	7.9	4.3	-3.8	8.2
Cc1ccccc1N1CCN(C2CCCN(C(=O)c3ccc(Cl)s3)C2)CC1 (centres undefined)	-3.5	-0.2	-22.9	18.3	.	i	0.1	2.8	2.6	0.4
CCn1ncc(Br)c1C(=O)Nc1ccccc1OC	0.3	-3.5	-15.9	18.4	-2.8	i	37.9	-11.3	-6.6	3.3
Cc1cc(C(=O)Nc2cccc3ccccc23)n(-c2ccccc2)n1	-2.5	1.0	-14.0	-1.7	7.3	i	-28.4	8.2	-6.2	27.4
O=C(CC1CCCCC1)NCCS(=O)(=O)N1CCN(c2ccccc2)CC1	.	-0.8	.	-2.9	-1.2	i	-1.9	-0.3	.	-5.1
CC(C(=O)Nc1ccc(OCc2ccccc2)cc1)N1CCCC1 (centres undefined)	5.1	0.5	-23.4	3.4	0.8	i	-24.6	-1.8	1.0	20.5
O=C(CSc1nncs1)NC1CCCc2ccccc21 (centres undefined)	1.4	-2.9	-25.6	17.7	-1.7	i	-15.3	-4.5	-2.5	-5.5
O=S1(=O)CC(O)C(Nc2ccc(Cl)cc2)C1 (centres undefined)	-2.1	-0.1	-44.5	22.6	0.1	i	18.1	-7.4	0.3	-4.2
O=C(Nc1ncc([N+](=O)[O-])s1)c1ccccc1Br	0.8	-0.5	-88.5	38.7	0.3	i	-126.3	16.6	-1.0	16.4
Cc1ccc(NC2CCCN(C(=O)CCc3ccncc3)C2)cc1C (centres undefined)	-8.2	-6.7	-5.1	22.0	19.8	i	-7.2	-2.5	-3.1	-2.0
COc1ccccc1-n1cnnc1SCC(=O)Nc1cccc(S(=O)(=O)N2CCCCC2)c1	0.4	3.9	-5.2	14.6	-3.0	i	14.5	0.1	-2.5	-11.4
O=C(CCc1ccccc1O)NC1CCCc2ccccc21 (centres undefined)	-4.7	4.9	-29.1	1.2	1.5	i	5.7	2.2	-1.3	-2.1
CCCCNC(=O)C1(c2ccc(OC)cc2)CCOCC1	3.1	-0.2	-19.7	29.0	5.5	i	-8.4	2.5	3.8	-3.6
Cc1ccc(-c2n[nH]c(=S)n2/N=C/c2sccc2C)cc1	1.1	2.0	-4.5	21.4	-1.6	i	-15.6	-3.6	3.4	6.6
CC(=O)c1c(C)[nH]c(C(=O)NCC2CCCCC2)c1C	-7.8	3.6	-25.5	16.7	-1.4	i	-52.9	-0.6	-2.7	5.2
COC(=O)c1ccccc1NC(=O)C1CCN(S(=O)(=O)c2cc(C)ccc2OC)CC1	-0.5	1.7	-23.4	11.2	-2.9	i	14.6	3.3	3.7	28.9
O=C(O)CC1CCCC(c2ccccc2)C1=O (centres undefined)	0.5	5.3	-5.8	9.7	-0.7	i	22.0	-9.4	-1.1	6.9
O=C(Cn1nnc(-c2ccc(N3CCOCC3)cc2)n1)N1CCOCC1	5.0	0.9	-35.8	-0.9	-3.5	i	-28.4	3.4	0.2	-9.8
COC(=O)C1=CN(Cc2ccc(OC)c(OC)c2)C=C(C(=O)OC)C1c1cccc(F)c1	5.7	.	-42.5	.	-2.1	i	41.8	7.6	3.5	22.4
COc1ccc(-n2c(SCC(N)=O)nc3nc4c(cc3c2=O)COC(C)(C)C4)cc1	5.0	-0.4	-4.8	22.6	-0.7	i	18.9	-3.1	-1.4	-4.7
N#C/C(=C\c1ccc[nH]1)C(=O)Nc1ccccc1[N+](=O)[O-]	-0.3	0.1	-24.9	15.3	3.3	i	-26.2	24.1	-6.0	61.4*
CN(C(=O)COC(=O)c1nc(Cl)ccc1Cl)C1CCS(=O)(=O)C1 (centres undefined)	-6.0	2.2	-18.4	23.3	-1.3	i	-25.6	-3.8	-1.0	4.5
Cn1c(NC(=O)c2ccc(Cl)s2)cc(=O)n(C)c1=O	1.2	-1.0	9.2	30.2	10.3	i	25.2	-2.2	-0.7	1.6
Cc1ccc2c(c1)C1(OCCCO1)C(=O)N2CC#N	-5.0	-1.3	-9.5	17.0	-1.2	i	-8.8	-0.4	4.0	-16.2
CN(C)S(=O)(=O)c1ccc(C(=O)OCC(=O)c2ccc(OC(F)F)cc2OC(F)F)cc1	2.4	2.9	2.5	33.6	-1.7	i	-21.9	8.1	-5.0	41.3
CCOc1ccc(N(C)S(=O)(=O)c2ccc(C)c(C(=O)OCC(=O)c3c[nH]c4ccccc34)c2)cc1	1.9	-1.9	-7.0	25.4	.	i	11.7	5.1	-3.0	16.1
COc1cccc(C2=NOC(C(=O)NCc3ccccc3)C2)c1 (centres undefined)	1.5	9.6	-29.7	10.5	-0.2	i	-3.0	-8.0	9.6	-13.4
COC(=O)[C@@H]1C[C@@]2(O)[C@@H](O)[C@@H](O)[C@@H](O)C[C@H]2N1Cc1ccc(-c2ccccc2)cc1	.	-0.3	.	-14.0	-2.0	i	18.1	-11.8	.	-20.8
CC(C)CCn1c(COc2ccccc2)nn(CCC#N)c1=S	-2.2	0.5	-24.5	8.7	-1.6	i	17.7	-4.7	-5.5	-5.0
O=C(Nc1ccc(S(=O)(=O)N2CCOCC2)cc1)c1ccc2c(c1)S(=O)(=O)c1ccccc1C2=O	0.3	2.0	-31.1	-11.7	.	i	23.2	7.4	-3.7	29.3
The list goes on.
SMILES	HSP90 refold inh	GSK3beta inhib	KLF5 inhibitor	AI-2 QS modul	GSK3A inh	PolyA inhibitor	aSyn 5UTR inh	HSF1 inh	IEC-6 cytotox	HSF-1 act
Nc1c(S(=O)(=O)c2ccccc2)cnc2c(-c3ccc(F)cc3)cnn12	1.4	0.9	-9.3	2.8	-2.8	i	-0.6	0.2	-2.5	15.5
CC(C)C1CC(c2csc(N)n2)CCO1 (centres undefined)	3.0	0.5	-9.8	19.0	-0.4	i	3.4	-3.6	4.6	-3.8
Cc1ccccc1OCC(=O)NC1=NCCS1	2.2	6.9	-157.7	25.2	-1.5	i	-77.2	5.0	1.8	22.0
Nc1cc2c(cc1C(=O)c1ccc(Cl)cc1)OCCO2	-2.5	-1.8	-13.8	-16.0	0.5	i	21.2	10.0	6.1	35.6
COc1cc(CCC(=O)OCC(=O)Nc2c(C)cccc2C(C)C)cc(OC)c1OC	1.4	1.3	-13.5	5.4	0.4	i	-0.1	-4.5	-6.5	-4.5
Cc1csc2c(N3CCC(C(=O)O)CC3)ncnc12	-0.4	0.4	-4.0	13.7	-5.6	i	-12.4	2.8	-2.1	11.0

Entries listed so far that bear a hit mark in HSF-1 act:
canonical_smiles	HSP90 refold inh	GSK3beta inhib	KLF5 inhibitor	AI-2 QS modul	GSK3A inh	PolyA inhibitor	aSyn 5UTR inh	HSF1 inh	HSF-1 act
Cc1ccc(C(=O)NCCOc2cccc(C)c2)cc1	-2.8	-0.2	-67.0	-10.2	-0.6	i	-110.7	34.3	58.7*
N#C/C(=C\c1ccc[nH]1)C(=O)Nc1ccccc1[N+](=O)[O-]	-0.3	0.1	-24.9	15.3	3.3	i	-26.2	24.1	61.4*
